FBW7 activator – activators of human E3 ligase FBW7; Q969H0; AlphaScreen FBW7–phospho-cyclin E peptide binding, activator screen; normalized activity (activation), % at 26.1 µM; 0.13% of 650,000 active; AID 1259310; in the data active means normalized activity above about 1.9%;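 further: purified mutant Fbw7 with reduced substrate affinity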
TEAD-YAP block – TEAD-YAP interaction inhibition; AID 1259422; 1.4% of 640,000 active; inhibition, % at 9.12 µM; HEK-TIYL cells, TEAD-Gal4/YAP UAS-luciferase luminescence; in the data active means inhibition above about 32%;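 further: 0% = median of test compound wells and 100% = reference inhibitor wells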
MITF inh – blocks human microphthalmia-associated transcription factor; O75030; AlphaScreen MITF homodimerization, bead proximity signal; inhibition, % at 2.6 µM; 0.91% of 650,000 active; AID 1259374; in the data active means inhibition above about 50%;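 further: 0% = vehicle wells with protein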
Target sequence (O75030 whole entry, looked up): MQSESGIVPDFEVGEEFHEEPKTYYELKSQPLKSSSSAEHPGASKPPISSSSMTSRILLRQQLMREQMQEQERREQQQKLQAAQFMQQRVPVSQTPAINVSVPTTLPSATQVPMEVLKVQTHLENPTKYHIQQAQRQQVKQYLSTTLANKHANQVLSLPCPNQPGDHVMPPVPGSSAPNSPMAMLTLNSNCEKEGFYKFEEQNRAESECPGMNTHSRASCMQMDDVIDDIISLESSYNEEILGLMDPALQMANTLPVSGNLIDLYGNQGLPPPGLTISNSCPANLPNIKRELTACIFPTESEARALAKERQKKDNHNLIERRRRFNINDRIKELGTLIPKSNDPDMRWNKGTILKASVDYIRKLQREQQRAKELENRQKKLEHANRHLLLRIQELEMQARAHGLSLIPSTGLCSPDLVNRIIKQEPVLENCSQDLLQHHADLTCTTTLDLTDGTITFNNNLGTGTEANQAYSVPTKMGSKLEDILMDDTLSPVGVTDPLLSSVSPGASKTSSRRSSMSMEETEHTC
GPR151 ag – activates the human receptor GPR151 | AID 1508602 | PathHunter beta-arrestin GPR151 cells, luminescence | activation, % at 11.2 µM | Q8TDV0 | 1% of 650,000 active; in the data active means activation above about 4.9%;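 further: 0% = median of compound wells and 100% = cells with positive control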
Target sequence (Q8TDV0 whole entry, looked up): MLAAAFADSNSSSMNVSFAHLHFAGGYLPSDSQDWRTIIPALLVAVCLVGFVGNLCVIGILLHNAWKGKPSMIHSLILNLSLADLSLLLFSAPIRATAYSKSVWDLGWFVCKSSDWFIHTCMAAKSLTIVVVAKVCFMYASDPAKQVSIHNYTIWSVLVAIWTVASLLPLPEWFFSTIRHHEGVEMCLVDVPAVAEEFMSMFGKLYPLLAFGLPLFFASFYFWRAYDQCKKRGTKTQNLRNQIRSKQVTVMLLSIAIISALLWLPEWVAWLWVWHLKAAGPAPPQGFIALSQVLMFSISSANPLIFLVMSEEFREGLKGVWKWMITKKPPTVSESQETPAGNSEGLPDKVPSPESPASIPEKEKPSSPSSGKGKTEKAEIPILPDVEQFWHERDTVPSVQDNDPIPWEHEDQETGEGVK
* hit, by the source's call.

Molecule	FBW7 activator	TEAD-YAP block	MITF inh	GPR151 ag
COC(=O)C1CCN(C(=O)/C=C/c2ccccc2[N+](=O)[O-])CC1	0.1	0	9	3.4
CC(CCO)Nc1nc2c(c(=O)n(C)c(=O)n2C)n1Cc1cccc(Br)c1 (stereo not given)	-0.1	2	1	-0.1
Cc1ccc2oc(-c3ccccc3)c(CN3CCOCC3)c(=O)c2c1	-0.1	-3	-1	1.2
COc1ccc(-c2nc3ccc(C(=O)N4CCN(c5cc(C)ccc5C)CC4)cc3nc2-c2ccc(OC)c(OC)c2)cc1OC	0.2	5	-17	1.1
CC1=C(C(=O)N2CCOCC2)C(c2ccccc2)NC(=O)N1 (stereo not given)	0.2	0	-3	0.4
COc1cccc(NC(=S)N(Cc2ccc(Cl)cc2)CC2CCC(C(=O)O)CC2)c1 (stereo not given)	-0.1	-2	7	3.8
O=C1SC(c2cc(I)ccc2Cl)=N/C1=C/c1ccc(Cl)cc1Cl	-0.1	-1	8	2.8
CCn1c2ccccc2n2c(=O)n(CC(=O)NC3CCCCC3C)nc12 (stereo not given)	-0.3	-9	-5	-0.1
Cc1oc2cc(OC(C)C)ccc2c(=O)c1-c1ccccc1	0.0	-16	3	-0.1
Fc1ccccc1C1CCN(Cc2nnnn2C2CCCC2)CC1	0.0	5	33	-0.5

Molecule	FBW7 activator	TEAD-YAP block	MITF inh	GPR151 ag
O=C1NC(=O)/C(=C\c2cn(Cc3ccccc3F)c3ccccc23)N1	-0.2	-8	0	-0.2
Cc1ccc2c(C)nc(NC3=NCN(Cc4ccco4)CN3)nc2c1	0.7	-8	2	-0.4
Cc1ccc(C)c(N=C2CCCN2Cc2ccccc2)c1C#N	0.0	5	0	-0.1
CCOC(=O)/C(=C\C=C\N(C(C)C)C(C)C)C(C)=O	0.0	3	-7	-0.3
NNC(=O)CNC(=O)C1COc2ccccc2O1 (stereo not given)	0.0	8	-9	1.1
CN1CCN(C(=O)c2ccc(-c3cc(C(=O)NCc4cccc(C(F)(F)F)c4)ccn3)cc2)CC1	0.0	-7	0	-0.6
O=C1OCC2=C1C(c1ccccc1Br)c1cc3c(cc1N2)OCO3 (stereo not given)	0.0	40*	7	0.2
CCCOC(=O)C1=C(C)NC(=O)NC1c1ccc(F)cc1 (stereo not given)	-0.3	-3	-5	2.1
CCOC(=O)c1ccc(Nc2ccc(-c3ccc(OC)c(OC)c3)nn2)cc1	0.2	1	5	0.1
O=C(Nc1ccc(C(F)(F)F)cc1)N[C@H]1C[C@H]2C(=O)N3CCC[C@H]3C(=O)N2C1	-0.1	7	-8	-0.4

Molecule	FBW7 activator	TEAD-YAP block	MITF inh	GPR151 ag
Cc1ccc(N2C(=O)c3ccc(C(=O)N4CCCCC4C)cc3C2=O)cc1 (stereo not given)	0.1	3	15	5.0*
COc1cc(/C=N/OC(C)=O)cc(OC)c1OC	0.1	1	-5	3.5
Cc1nnc(N2C(=O)C(=O)/C(=C(/O)c3ccc(F)cc3)C2c2ccc(C(C)C)cc2)s1 (stereo not given)	0.0	-7	7	-0.6
COc1ccc(CNC(=O)c2cc(S(=O)(=O)N3CCOCC3)cn2C)cc1	-0.1	5	0	1.0
CCc1ccccc1N(CC)C(=O)NCc1noc2ccccc12	-0.1	-16	-2	-0.9
Cc1ccc(Nc2nc3ccccc3n3nnnc23)cc1Cl	0.1	-30	-2	-0.1
CCN(CC)C(=O)C(=O)Nc1ccc(Oc2ccccc2)cc1	0.0	-13	-4	-1.0
COc1cccc([C@@H]2Nc3ccc(C(C)=O)cc3[C@@H]3C=CC[C@@H]32)c1OC	-0.1	4	9	1.6
COC(=O)c1nc2nc(-c3cccs3)cc(C(F)(F)F)n2n1	-0.1	0	-5	-0.5
O=C(Nc1ccc(S(=O)(=O)N2CCCCC2)c2ccccc12)c1ccccc1	-0.1	3	1	-1.1

Fetched one by one from above, 6 records:
Molecule	FBW7 activator	TEAD-YAP block	MITF inh	GPR151 ag
CCc1ccccc1N(CC)C(=O)NCc1noc2ccccc12	-0.1	-16	-2	-0.9
Cc1ccc(N2C(=O)c3ccc(C(=O)N4CCCCC4C)cc3C2=O)cc1 (stereo not given)	0.1	3	15	5.0*
Cc1nnc(N2C(=O)C(=O)/C(=C(/O)c3ccc(F)cc3)C2c2ccc(C(C)C)cc2)s1 (stereo not given)	0.0	-7	7	-0.6
CCN(CC)C(=O)C(=O)Nc1ccc(Oc2ccccc2)cc1	0.0	-13	-4	-1.0
O=C(Nc1ccc(S(=O)(=O)N2CCCCC2)c2ccccc12)c1ccccc1	-0.1	3	1	-1.1
COc1ccc(CNC(=O)c2cc(S(=O)(=O)N3CCOCC3)cn2C)cc1	-0.1	5	0	1.0

The list goes on.
Molecule	FBW7 activator	TEAD-YAP block	MITF inh	GPR151 ag
CN=C1S/C(=C\c2cc3c(cc2Br)OCO3)C(=O)N1C	-0.1	6	6	0.8
COc1ccc(Cl)cc1NC(=O)CSc1nnc(COc2ccccc2)n1N	-0.1	3	6	-0.8
CCOC(=O)c1sc(N2C(=O)C(=O)/C(=C(/O)c3ccc(C)cc3)C2c2ccc(OC)c(OC)c2)nc1C (stereo not given)	-0.2	-2	-1	-0.1
NC(=O)COC(=O)c1cc([N+](=O)[O-])ccc1Cl	-0.1	2	4	-2.1
Cc1ccc(N2C(=O)C3CC(c4ccccc4)=C4C5C=CC(C6C(=O)N(c7ccc(C)cc7C)C(=O)C56)C4C3C2=O)c(C)c1 (stereo not given)	0.1	16	-4	1.0
COc1ccc2[nH]c(=O)c(CN(C(=O)C(C)C)C(C)(C)C)cc2c1	0.8	-3	0	1.4
COc1ccc(NC(C)C(=O)N/N=C(\C)c2ccc(Br)cc2)cc1 (stereo not given)	0.0	6	11	-0.8
O=C(Nc1ccc(Cl)c(-c2nc3ccccc3[nH]2)c1)c1ccc(-c2ccc(Cl)cc2)o1	0.0	-12	1	1.9
CC(C)N(C(=O)COC(=O)c1ccc(C(C)(C)C)cc1)C(C)C	-0.3	-12	-2	4.5
CCC(CC)C(=O)Nc1cccc(C(=O)Nc2nnc(C(F)(F)F)s2)c1	0.1	-1	1	0.9

Molecule	FBW7 activator	TEAD-YAP block	MITF inh	GPR151 ag
c1cn2c(-c3ccc4c(c3)OCO4)cnc(Nc3ccc(N4CCOCC4)cc3)c2n1	0.3	12	7	1.0
CC(C)c1ccc(Nc2nc3ccccc3n3nnnc23)cc1	0.0	-39	8	-1.8
COc1ccc(C(=O)n2c(=S)nc3ccccn32)cc1	-0.1	74*	9	-0.6
COC(=O)CNS(=O)(=O)c1ccc(C23CC4CC(CC(C4)C2)C3)cc1	0.0	-13	-7	2.3
CC(=O)Cn1c(=O)c2c(nc3n(-c4ccccc4C)c(C)c(C)n23)n(C)c1=O	0.1	5	18	5.5*
c1ccc(-c2csc(N3CCN(c4ccccn4)CC3)n2)cc1	-0.3	-45	-2	-0.5
COC(=O)C1=C(C)NC2=C(C(=O)CC(c3ccc(Cl)cc3)C2)C1c1ccccc1OCc1ccccc1 (stereo not given)	-0.1	15	-5	1.5
Cc1ccc(-c2csc(NC(=O)C3CC=CCC3C(=O)O)n2)c(C)c1 (stereo not given)	0.5	9	11	-2.2
Cc1cccc(NC(=O)Nc2cnn(-c3cccc(C(=O)Nc4ccc(N5CCOCC5)c(C)c4)c3)c2)c1	-0.2	-7	-10	-0.7
O=C1CC(N2CCN(c3ccc(Cl)cc3)CC2)C(=O)N1c1cccc(Br)c1 (stereo not given)	0.0	6	12	1.7

Molecule	FBW7 activator	TEAD-YAP block	MITF inh	GPR151 ag
Brc1ccc2nc(N3CCCC3)nc(-c3ccccc3)c2c1	-0.1	-5	10	-1.3
COCC(C)N1CCC(Oc2ccc(C(=O)N3CCCCC3)cc2)CC1 (stereo not given)	0.0	1	4	-0.5
CC(=O)c1cccc(NS(=O)(=O)c2ccc(CN3C(=O)c4cccnc4C3=O)s2)c1	-0.2	6	-2	0.2
Cc1ccc(CCNC(=O)CS(=O)Cc2nc(-c3cccc(C)c3)oc2C)cc1 (stereo not given)	0.0	8	12	-0.3
COc1ccc(-n2nc3cc(C)c(NC(=S)NC(=O)c4cc5ccccc5o4)cc3n2)cc1	0.1	-34	-1	1.7
O=C(/C=C/c1ccc(F)cc1)NC1CC2CCC1C2 (stereo not given)	0.0	-43	10	4.5
CC(=O)C1=C(C)NC(SCc2cccc([N+](=O)[O-])c2)=C(C#N)C1c1ccoc1 (stereo not given)	-0.2	-4	-1	0.0
CCOC(=O)N1CCN(c2cc(-c3ccc(F)cc3)nc(-c3ccccn3)n2)CC1	-0.2	0	0	-2.3
Cc1ccc(NC(=O)c2cccc(NC(=O)c3ccco3)c2)cc1Cl	-0.2	-22	10	-1.4
O=C(Nc1ccc(Cl)cn1)c1ccc([N+](=O)[O-])cc1	-0.1	-36	3	0.5

Molecule	FBW7 activator	TEAD-YAP block	MITF inh	GPR151 ag
COc1ccc(C)cc1S(=O)(=O)Nc1cccc(F)c1	-0.1	17	7	-0.9
CC(=O)Nc1cccc(NC(=O)CSc2nc3sc(C)c(C)c3c(=O)[nH]2)c1	-0.2	1	5	0.5
COc1cc(/C=C2\SC(N)=NC2=O)ccc1OC(=O)c1ccc(C)cc1	0.1	11	1	-0.6
Cc1ccc(C)n1-c1ccc(N2CCOCC2)c([N+](=O)[O-])c1	0.0	2	25	-1.8
Cc1cc(S(=O)(=O)NC2CC(C)(C)NC(C)(C)C2)c(C)cc1Br	0.0	-4	23	2.0
CCOc1ccc(Nc2ncnc3sc(C)c(C)c23)cc1	0.1	-21	2	3.5
COc1cccc(NC(=O)N2CCOc3ccccc32)c1	-0.2	-5	5	-0.1
COc1ccc(OC)c(NC(=O)c2sc3nc(-c4ccc(F)cc4)cn3c2C)c1	-0.5	-32	-1	0.5
CCOc1ccc(CN2CCN(C3CCCCC3)C(CCO)C2)cc1CO (stereo not given)	-0.2	-3	7	0.1
CCC(Sc1nnc(-c2ccc(OC)c(OC)c2)c(-c2ccc(OC)c(OC)c2)n1)C(=O)NCc1ccc(C)cc1 (stereo not given)	0.9	-9	12	2.3

2 compounds from above, limited to GPR151 ag.
Molecule	GPR151 ag
CCOc1ccc(Nc2ncnc3sc(C)c(C)c23)cc1	3.5
COc1cccc(NC(=O)N2CCOc3ccccc32)c1	-0.1

(continued)
Molecule	FBW7 activator	TEAD-YAP block	MITF inh	GPR151 ag
CC(C)C(=O)NC(=S)Nc1ccc(I)cn1	0.1	-15	5	-1.4
COCCOC(=O)C1=C(C)NC2=C(C(=O)CC(c3ccc(Cl)cc3)C2)C1c1cc(OC)ccc1OC (stereo not given)	-0.2	3	0	1.0
N#C/C(=C\c1c(O)ccc2ccccc12)C(=O)Nc1cccc2ncccc12	0.0	2	7	1.3
Cc1cc(C(=O)OC(C)C)c2cc(Br)ccc2n1	0.5	2	9	0.8
COc1ccc(OC)c(CC(=O)N2CCn3c(nnc3C3CC3)C2)c1	0.2	2	4	-0.6
O=C(Cn1cnc(-c2cccs2)cc1=O)N1CCN(c2ncccn2)CC1	0.1	-15	7	0.9
COc1ccc(N/C=C\C(=O)c2ccc3c(c2)OCO3)cc1OC	0.0	-21	16	2.3
CC(C)(C)NC(=O)c1nn2c(c1Cl)NC(c1cccs1)CC2C(F)(F)F (stereo not given)	0.1	3	1	0.1
CC(C)N(CCNc1nc(Nc2nccc3ccccc23)nc2c1ncn2C(C)C)C(C)C	0.0	50*	20	-0.8
Cc1cc2[nH]c(=O)c(=O)[nH]c2cc1S(=O)(=O)N1CCOCC1	-0.1	-2	-9	1.2

Molecule	FBW7 activator	TEAD-YAP block	MITF inh	GPR151 ag
N#Cc1ccc(C(=O)Nc2c(C(N)=O)oc3ccccc23)cc1	-0.1	3	7	0.6
CCOCCCNC(=O)CCNS(=O)(=O)c1ccc(OC)cc1	-0.3	3	-3	0.3
Cc1ccc(NS(=O)(=O)c2c(C)nc3sccn3c2=O)cc1	0.2	-7	-7	2.1
S=C(NCC1CCCO1)N1CCN(c2ccccn2)CC1 (stereo not given)	0.1	4	14	-1.1
N#CC1=C(N)Oc2c(c(=O)oc3ccccc23)C12C(=O)N(CC(N)=O)c1ccccc12 (stereo not given)	0.0	-2	-2	1.2
CC(=O)OCc1cc2cccc3c2n(c1=O)CCC3	-0.1	-7	-4	0.6
CCc1cc2c(=O)c(-c3ccc4c(c3)OCCO4)coc2cc1OC(C)=O	0.1	-30	5	-0.7
COc1ccc(-c2cn3nc(-c4ccc(F)cc4)c(-c4ccc(F)cc4)nc3n2)cc1	0.0	3	-3	0.3
CC(NC(=O)COc1ccc(Cl)cc1Cl)C(=O)O (stereo not given)	0.2	-1	16	0.5

No enrichment for hits; 3.5% or so of the library scored in one or more.
